Bioassay records: PubChem BioAssay, several laboratories
Fam108B counter: blocks mouse Fam108B hydrolase in RBBP9 counter-screen; recombinant Fam108B, FP-Rh probe fluorescence polarization; inhibition, % at 9.51 µM; hit rate 0.33% among 300,000;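 active = inhibition above the screen mean inhibition plus 3 SD, computed separately per campaign, cut at about 18% in these data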;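 also: inhibitors lower polarization as less probe binds the enzyme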
MCL1 BIM primary: MCL1-BIM-BH3 interaction inhibition (human) | Q07820 | GST-MCL1 / FITC-Bim-BH3 fluorescence polarization | inhibition, % at 10.9 µM | hit rate 0.68% among 320,000;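 active = inhibition above the mean inhibition of all tested compounds plus 3 SD, set per campaign, cut at about 40% in these data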;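 also: 0% = DMSO wells and 100% = unlabeled Bim-BH3 peptide control; higher means more loss of mP so more displacement of Bim peptide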
Target sequence (Q07820 whole entry, looked up): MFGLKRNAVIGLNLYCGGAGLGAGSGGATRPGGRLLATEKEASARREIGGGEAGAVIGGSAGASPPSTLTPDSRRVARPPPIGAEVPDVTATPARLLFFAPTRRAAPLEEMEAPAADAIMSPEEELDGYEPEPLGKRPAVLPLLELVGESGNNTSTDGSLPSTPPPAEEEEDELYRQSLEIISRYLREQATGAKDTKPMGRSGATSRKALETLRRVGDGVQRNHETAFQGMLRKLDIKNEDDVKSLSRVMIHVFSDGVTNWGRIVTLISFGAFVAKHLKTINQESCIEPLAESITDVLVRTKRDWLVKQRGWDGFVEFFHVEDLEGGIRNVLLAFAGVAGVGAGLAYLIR
PME-1 inh: PME-1 (human) inhibition; Q9Y570; recombinant PME-1, FP-Rh probe fluorescence polarization; inhibition, % at 5.9 µM; hit rate 0.53% among 320,000; AID 2130;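 active = inhibition above the campaign mean of all compounds plus 3 SD, cut at about 26% in these data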;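 also: competitive labeling of PME-1 active site by serine hydrolase directed probe; 0% = PME-1 with DMSO and 100% = wells lacking PME-1 enzyme; inhibitors block probe labeling so polarization falls and inhibition rises; many of its hits are not listed in these tables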
AHR activator: activates the human aryl hydrocarbon receptor; P35869; AHR-responsive luciferase reporter cells, luminescence; activation, % at 5 µM; hit rate 2.5% among 320,000; in the data active = activation above about 47%;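 also: 0% = vehicle wells and 100% = reference agonist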
BCLXL inh: Bcl-xL (human) inhibition; hit rate 0.7% among 320,000; Q07817; inhibition, % at 10.9 µM; AID 2129; GST-Bcl-xL / FITC-Bim BH3 peptide fluorescence polarization;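 active = inhibition above the mean of all tested compounds plus 3 SD, cutoff set per campaign, cut at about 30% in these data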;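 also: 0% = DMSO wells and 100% = unlabeled Bim-BH3 peptide competitor; inhibitors lower millipolarization by displacing the labeled peptide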
MEX-5 binding: C. elegans MEX-5 TCR-2 RNA binding activity; activity score (negative = inhibition of binding), % at 10 µM; hit rate 0.38% among 300,000; AID 1832; Q9XUB2; MEX-5/FITC-TCR2 RNA binding, fluorescence polarization; active compounds read low;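 active = inhibition past about -25% in most replicates, and total fluorescence under double the plate's negative control median, limit read from the data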;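 also: 0% = DMSO and -100% = 5 µM competing unlabeled TCR2 RNA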
Target sequence (Q9XUB2 whole entry, looked up): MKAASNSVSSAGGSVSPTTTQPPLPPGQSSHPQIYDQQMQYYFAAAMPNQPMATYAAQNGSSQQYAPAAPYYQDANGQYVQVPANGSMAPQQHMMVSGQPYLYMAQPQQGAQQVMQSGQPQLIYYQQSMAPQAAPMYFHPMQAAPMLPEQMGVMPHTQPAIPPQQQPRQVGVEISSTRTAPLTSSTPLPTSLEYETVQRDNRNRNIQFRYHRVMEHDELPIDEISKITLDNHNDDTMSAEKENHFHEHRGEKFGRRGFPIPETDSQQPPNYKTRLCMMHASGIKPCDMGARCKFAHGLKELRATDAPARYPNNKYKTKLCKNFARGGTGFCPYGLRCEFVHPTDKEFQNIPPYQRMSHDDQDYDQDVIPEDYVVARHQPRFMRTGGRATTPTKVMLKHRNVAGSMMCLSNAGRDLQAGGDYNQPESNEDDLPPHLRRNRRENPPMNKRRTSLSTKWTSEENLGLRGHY
PAFAH1B2 FP inh: PAFAH1B2 (human) inhibition; P68402; recombinant PAFAH1B2, FP-rhodamine activity probe, fluorescence polarization; inhibition, % at 3.39 µM; hit rate 1.2% among 340,000; AID 492953;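 active = inhibition above the mean of all tested compounds plus 3 SD, cut at about 24% in these data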;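 also: 0% = enzyme with DMSO and 100% = wells lacking PAFAH1B2; many of its hits are not listed in these tables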
Target sequence (P68402 whole entry, looked up): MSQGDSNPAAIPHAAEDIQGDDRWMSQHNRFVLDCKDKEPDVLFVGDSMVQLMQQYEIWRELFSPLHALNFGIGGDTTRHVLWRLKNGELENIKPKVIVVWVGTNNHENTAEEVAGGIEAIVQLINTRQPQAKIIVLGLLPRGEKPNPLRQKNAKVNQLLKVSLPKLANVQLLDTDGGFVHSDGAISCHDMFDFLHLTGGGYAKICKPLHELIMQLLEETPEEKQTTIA
GLD-1 TGE inh: GLD-1-TGE RNA interaction inhibition (C. elegans); hit rate 0.44% among 320,000; inhibition, % at 5.96 µM; purified GLD-1 + fluorescein TGE RNA, fluorescence polarization;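 active = percent inhibition above a per-plate cutoff, the plate mean of test compounds plus 3 SD, cut at about 30% in these data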;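 also: 0% = DMSO wells with GLD-1 and probe and 100% = wells lacking GLD-1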
pPAFAH FP inh: inhibitors of human plasma PAF acetylhydrolase (pPAFAH); Q13093; recombinant pPAFAH, FP-rhodamine probe fluorescence polarization; inhibition, % at 3.39 µM; hit rate 1.5% among 330,000; AID 463082;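 active = inhibition above the mean inhibition across the screen plus 3 SD, cut at about 25% in these data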;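 also: inhibitors block binding of the rhodamine activity-based probe so polarization drops; 0% = enzyme with DMSO and 100% = wells lacking pPAFAH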
* = called active by the depositor; . = not tested or not shown. The list is partial. The share of hits here may be higher or lower than overall.

The first 2 entries (preview)
[1] CCN(CC(=O)Nc1ccc(NC(C)=O)cc1)C(=O)C1COc2ccccc2O1 (configuration not stated)
[2] COCCNC(=O)CSc1nnc(-c2ccc(C)cc2)c(-c2ccc(C)cc2)n1
assay / compound,1,2
Fam108B counter,0,-5
MCL1 BIM primary,-16,-62
PME-1 inh,-1,-9
AHR activator,-3,4
BCLXL inh,0,-41
MEX-5 binding,2.7,0.2
PAFAH1B2 FP inh,-1,1
GLD-1 TGE inh,-5,-10
pPAFAH FP inh,7,-7

Results (from the top)
[1] CCN(CC(=O)Nc1ccc(NC(C)=O)cc1)C(=O)C1COc2ccccc2O1 (configuration not stated)
[2] COCCNC(=O)CSc1nnc(-c2ccc(C)cc2)c(-c2ccc(C)cc2)n1
[3] O=c1nc(-c2ccccc2)n(-c2ccccc2)[nH]1
[4] CCn1c(C)cc(C)c(C#N)c1=O
[5] CSc1cccc(NC(=S)N(CCN(C)C)C(C)c2ccccn2)c1 (configuration not stated)
[6] OCCNCCSc1nc(C2CCCCC2)n(-c2ccccc2Cl)n1
assay / compound,1,2,3,4,5,6
Fam108B counter,0,-5,1,5,-4,0
MCL1 BIM primary,-16,-62,11,3,14,3
PME-1 inh,-1,-9,2,1,4,-4
AHR activator,-3,4,2,-1,3,0
BCLXL inh,0,-41,7,1,9,6
MEX-5 binding,2.7,0.2,3.1,-3.2,-2.1,-2.2
PAFAH1B2 FP inh,-1,1,4,0,-3,2
GLD-1 TGE inh,-5,-10,3,-6,-1,2
pPAFAH FP inh,7,-7,-2,1,-4,4

[7] CC(C)C[C@]1(c2ccccc2)ON(c2ccccc2C(F)(F)F)C1=O
[8] COCCNCc1ccc(Cl)cc1Cl
[9] O=C(CN1CCN(S(=O)(=O)c2ccccc2)CC1)Nc1ccc(N2CCOCC2)cc1
[10] Cc1occc1C(=O)O/N=C(\N)c1ccccc1
[11] Cc1cc2oc(=O)cc(Cn3ccnc3)c2cc1Cl
[12] O=C(c1cc2ccccc2o1)n1nnc2ccccc21
assay / compound,7,8,9,10,11,12
Fam108B counter,.,-1,0,0,1,-1
MCL1 BIM primary,3,9,2,4,0,4
PME-1 inh,-2,3,4,2,1,-2
AHR activator,-3,-1,1,7,4,13
BCLXL inh,6,4,3,3,3,4
MEX-5 binding,.,1.2,1.4,-1.6,-0.6,-2.1
PAFAH1B2 FP inh,-3,-2,1,.,3,-1
GLD-1 TGE inh,2,4,2,8,-1,-1
pPAFAH FP inh,4,0,2,7,2,3

[13] Cc1cc(C)n(CC(=O)NNC(=O)CCCOc2ccc(Cl)cc2C)n1
[14] COc1ccccc1NC(=S)c1ccccc1
[15] O=C(NC1CCCC1)C1CCN(C(=O)NCc2ccccc2)CC1
[16] CNC(=O)Nc1cccc(-c2cc(-c3c(Cl)cccc3Cl)no2)c1
[17] CC(C)OC(=O)CC1C(=O)NCCN1C(=S)NC(=O)c1ccc(F)cc1 (configuration not stated)
[18] Cc1cc2c(c(=O)o1)C1(C(=O)N(C)c3ccccc31)C(C#N)=C(N)O2 (configuration not stated)
assay / compound,13,14,15,16,17,18
Fam108B counter,-1,-2,1,-19,6,-1
MCL1 BIM primary,1,6,9,11,6,5
PME-1 inh,4,2,2,-15,-6,-7
AHR activator,0,6,0,2,1,3
BCLXL inh,4,6,5,5,2,8
MEX-5 binding,-2.2,-0.4,0.2,1.9,-1.9,-2.3
PAFAH1B2 FP inh,2,3,-2,-4,9,-7
GLD-1 TGE inh,1,-2,2,0,4,11
pPAFAH FP inh,4,1,0,13,-2,-6

Looked up by compound from the entries so far, two records:
[11] Cc1cc2oc(=O)cc(Cn3ccnc3)c2cc1Cl
[3] O=c1nc(-c2ccccc2)n(-c2ccccc2)[nH]1
assay / compound,11,3
Fam108B counter,1,1
MCL1 BIM primary,0,11
PME-1 inh,1,2
AHR activator,4,2
BCLXL inh,3,7
MEX-5 binding,-0.6,3.1
PAFAH1B2 FP inh,3,4
GLD-1 TGE inh,-1,3
pPAFAH FP inh,2,-2

More entries follow.
[19] COC(=O)c1cccc(NC(=O)c2ccc3c(c2)C(=O)N(C(C)(C)C)C3=O)c1
[20] Cc1ccccc1-c1nc(CS(=O)(=O)CC(=O)NCCN2CCOCC2)c(C)o1
[21] CSCC[C@H](NC(=O)[C@@H]1CSC2c3ccccc3C(=O)N21)C(=O)NC1CCCC1 (some centres not stated)
[22] CC(C)N(CCNC(=O)c1ccc(CS(=O)(=O)c2c(Cl)cccc2Cl)o1)Cc1ccccc1
[23] COc1ccc(C2c3[nH]c4ccccc4c3C[C@H]3C(=O)N(C4CCN(Cc5ccccc5)CC4)CC(=O)N23)c(OC)c1 (some centres not stated)
[24] COc1ccc(C(=O)N/N=C/c2ccc(N3CCOCC3)s2)cc1OC
assay / compound,19,20,21,22,23,24
Fam108B counter,6,-3,5,-3,1,.
MCL1 BIM primary,1,2,4,1,3,-4
PME-1 inh,-18,-5,5,6,-1,0
AHR activator,12,-1,1,3,18,15
BCLXL inh,4,8,8,0,5,-3
MEX-5 binding,0.8,0.8,2.4,-0.9,0.3,.
PAFAH1B2 FP inh,0,3,2,7,4,6
GLD-1 TGE inh,2,3,-4,-1,10,-25
pPAFAH FP inh,-1,1,1,7,6,2

[25] CN(CC(=O)c1c(N)n(C)c(=O)n(C)c1=O)c1ccccc1
[26] O=C(c1c(F)cccc1F)N1CCC(n2nnc3cc(C(F)(F)F)ccc32)CC1
[27] Cc1c(C(=O)O)sc2nc(CSc3nnc(-c4ccc(F)cc4)n3C)[nH]c(=O)c12
[28] Cc1ccc(NC(=O)CSc2ccc(S(=O)(=O)N3CCCC3)cn2)cc1F
[29] Cc1nn(C)cc1C1C(C#N)=C(N)N(c2cccnc2)C2=C1C(=O)CCC2 (configuration not stated)
[30] COc1cccc(CNC(=O)C23CN(Cc4ccccc4)CC2C(c2ccc([N+](=O)[O-])cc2)=NO3)c1 (configuration not stated)
assay / compound,25,26,27,28,29,30
Fam108B counter,4,6,3,.,5,1
MCL1 BIM primary,4,3,3,6,29,2
PME-1 inh,0,-1,-1,-4,2,-2
AHR activator,1,-2,-2,0,2,4
BCLXL inh,-4,4,1,4,28,5
MEX-5 binding,-3.2,-0.2,0.6,.,0.1,0.3
PAFAH1B2 FP inh,4,0,5,4,-1,2
GLD-1 TGE inh,2,-4,-4,5,17,2
pPAFAH FP inh,3,6,10,-6,2,-3

[31] COc1ccc2[nH]c(=O)c(CN(Cc3cccnc3)S(=O)(=O)c3ccccc3F)cc2c1
[32] C=CCOc1ccc(C2N3CC4(C)CN2CC(CCC)(C3)C4=O)cc1 (configuration not stated)
[33] O=C(NCCCn1ccnc1)c1ccccc1F
[34] CCC1=NC(c2ccc(OC)c(OC)c2)N(O)C1(C)C (configuration not stated)
[35] O=C1CC(c2ccco2)Cc2nc(NCC3CCCO3)ncc21 (configuration not stated)
[36] O=c1cc(/C=C/c2cccs2)[nH]c2ccccc12
assay / compound,31,32,33,34,35,36
Fam108B counter,-2,-2,1,2,4,3
MCL1 BIM primary,9,8,4,10,6,5
PME-1 inh,-2,0,0,-3,-3,1
AHR activator,7,-1,13,6,10,4
BCLXL inh,1,3,-1,2,8,6
MEX-5 binding,-2.2,.,-1.8,0.1,-1.9,-1.0
PAFAH1B2 FP inh,2,7,2,6,0,1
GLD-1 TGE inh,9,-7,-10,-3,3,2
pPAFAH FP inh,2,2,4,-7,0,4

[37] Cc1ccc(-n2nc(C)c(NC(=O)CCl)c2C)cc1C
[38] CCOC(=O)CC1CCCCN1C(=O)c1cc(COc2cccc3cnccc23)on1 (configuration not stated)
[39] COc1ccc(NC(=O)C2COc3ccccc3O2)cc1S(=O)(=O)N1CCOCC1 (configuration not stated)
[40] COc1ccc(F)cc1S(=O)(=O)NCC(=O)NCc1cc(=O)n(C)c(=O)n1C
[41] Cc1ccc(C(=O)N2CCC3(CC2)Oc2ccc(F)cc2C(=O)C32CC(c3cccnc3)=NO2)s1 (configuration not stated)
[42] CCCN(CCC)C(=O)Cn1c(=O)n(CCCCCC(=O)Nc2ccccc2)c(=O)c2sccc21
assay / compound,37,38,39,40,41,42
Fam108B counter,1,6,.,4,4,9
MCL1 BIM primary,1,5,5,11,2,3
PME-1 inh,-7,2,2,-3,1,4
AHR activator,52*,2,-2,2,-1,4
BCLXL inh,3,6,8,3,7,2
MEX-5 binding,0.9,0.6,.,1.9,-1.0,-1.2
PAFAH1B2 FP inh,2,3,0,3,1,8
GLD-1 TGE inh,-2,-1,10,5,-4,6
pPAFAH FP inh,-4,0,2,-1,0,-4

[43] CC(=O)c1cc(NC(=O)c2ccc(C)cc2)c(=O)oc1/C=C/N(C)C
[44] CC(C)OC(=O)CSc1nnc(-c2ccc(O)cc2)n1Cc1ccccc1
[45] COc1ccccc1CC(=O)NNC(=O)c1cccs1
[46] CN(C)c1ccc(/C=N/NC(=O)c2ccc3nc[nH]c3c2)cc1
[47] Cc1nc(CNC(=O)c2cc(COc3ccc(F)cc3Cl)on2)cs1
[48] CCn1c(CNc2nc(-c3ccccc3)cs2)nnc1SCC(=O)NCc1ccccc1
assay / compound,43,44,45,46,47,48
Fam108B counter,-5,-1,-2,-1,3,-2
MCL1 BIM primary,-99,0,1,-6,3,2
PME-1 inh,5,-7,2,-1,-1,-4
AHR activator,8,1,26,8,-5,5
BCLXL inh,-69,1,4,-2,9,0
MEX-5 binding,8.3,0.1,0.2,-0.5,-4.6,0.4
PAFAH1B2 FP inh,2,8,0,6,5,11
GLD-1 TGE inh,-187,1,4,2,2,7
pPAFAH FP inh,18,-6,1,1,1,9

[49] CN(C)S(=O)(=O)N1CCN(c2ccc([N+](=O)[O-])c(NC3CC3)c2)CC1
[50] CC1=C(C(=O)OCc2ccccc2)C(c2ccc(Cl)cc2)NC(=O)N1CCCC(=O)O (configuration not stated)
[51] COc1ccc(/C=N/NC(=O)c2ccn[nH]2)cc1COc1ccc(F)cc1
[52] COc1ccc(F)cc1COc1nc(C)nc2ccccc12
[53] Cc1nc2ccc(NC(=O)N(C)c3ccccc3)cc2s1
[54] CCOc1ccc(C(=S)NC2CCCCC2)cc1OCC
[55] O=C(Cc1ccc(S(=O)(=O)N2CCOCC2)s1)Nc1ccc2c(c1)CCC2
assay / compound,49,50,51,52,53,54,55
Fam108B counter,0,5,-3,4,-1,-3,2
MCL1 BIM primary,10,7,5,7,-3,10,1
PME-1 inh,1,1,-8,5,-2,-2,-3
AHR activator,21,-2,0,2,4,7,21
BCLXL inh,6,4,2,8,-1,10,3
MEX-5 binding,3.9,1.9,0.2,1.5,2.4,-1.7,1.5
PAFAH1B2 FP inh,8,.,-1,0,-2,-1,3
GLD-1 TGE inh,4,3,4,6,4,2,-4
pPAFAH FP inh,0,7,0,2,4,5,22
